Screens deposited in PubChem BioAssay by several laboratories.
M1AAP inhibition – P. falciparum M1AAP inhibitors, biochemical, fluorogenic H-Leu-NHMec substrate, 1536-well (AID 1445); recombinant M1AAP, H-Leu-NHMec fluorogenic kinetic assay; higher % means a stronger effect; inhibition, % at 30 µM; hits with a dose series show IC50 in µM; 220,000 compounds, 0.42% hits;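 active means primary inhibition above the hit cutoff, then over 50% inhibition at one or more dose response concentrations, cut at about 23% in these data, passing the limit was not always enough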;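 further: plate controls were DMSO full reaction for no effect and no enzyme background for full effect; strong numbers were not always called active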
AID2073 – inhibitors of Mint1-CaV2.2 protein interaction, biochemical, HTRF (AID 2073). Voltage-dependent N-type calcium channel subunit alpha-1B (Homo sapiens). HTRF protein-protein interaction, Mint1-CaV2.2; higher % means a stronger effect. one-dose inhibition, % at 20 µM; IC50 in µM for titrated hits. 290,000 compounds, 0.19% hits; in the data active means inhibition mostly above about 51%, no sharp cut-off; further: some results filed as inactive read as strong as hits
KOR beta-arrestin-1 – KOR antagonists, beta-arrestin recruitment, cell-based, luminescence, uHTS (AID 1778); Kappa-type opioid receptor (Homo sapiens); KOR beta-arrestin recruitment, luminescence, antagonist mode; higher % means a stronger effect; inhibition, % at 10 µM; hits with a dose series show IC50 in µM; 290,000 compounds, 0.091% hits; further: strong numbers were not always called active
NOD2 inhibition – NOD2 signaling inhibitors, cell-based, luminescence, uHTS, HEK293 (AID 1566); HEK293 NOD2/NF-kB luciferase reporter, luminescence; higher % means a stronger effect; 290,000 compounds, 0.63% hits; inhibition, % at 4 µM, or EC50 in µM where a hit was titrated; further: many of its hits are not listed in these tables
P. falciparum M17LAP – P. falciparum M17LAP inhibitors, primary screen, biochemical, fluorogenic H-Leu-NHMec substrate, 1536-well (AID 1619); one-dose inhibition, % at 30 µM; IC50 in µM for titrated hits; 220,000 compounds, 0.38% hits; Leucine aminopeptidase (Plasmodium falciparum (isolate 3D7)); recombinant M17LAP, H-Leu-NHMec fluorogenic kinetic assay; higher % means a stronger effect;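 active means compound inhibiting the enzyme by more than half at any dose during confirmatory dose-response retesting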;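 further: plate controls were full reaction with DMSO carrier for no effect and no enzyme background for full effect; strong numbers were not always called active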
GPR55 beta-arrestin – GPR55 agonists via beta-arrestin recruitment, primary screen, imaging, U2OS cells, beta-arrestin-GFP redistribution (AID 1961) | activation, % at 10 µM; hits with a dose series show EC50 in µM | G-protein coupled receptor 55 (Homo sapiens) | U2OS GPR55 beta-arrestin-GFP redistribution imaging; higher % means a stronger effect | 290,000 compounds, 0.048% hits;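 active means activation above 40% with more than 50 cells counted in the well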;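 further: U2OS osteosarcoma cells stably expressing GPR55 and beta-arrestin-GFP; plate controls were DMSO negative control for no effect and LPI positive control for full effect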
Dynein transport – inhibitors of GR-EGFP nuclear translocation, primary screen, dynein cargo transport inhibitor project, imaging, high-content, 3617.4 mouse cells; AID 1381, 2008; test concentration mostly 20 µM; stimulated with dexamethasone, 1 µM; active compounds read low; z-score, hits read low; 220,000 compounds, 0.47% hits;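 active means plate z-score of nuclear minus cytoplasmic receptor signal below a set negative limit, without overly bright fluorescence or cell loss, cut at about -3.5 in these data, passing the limit was not always enough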;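 further: z-score of nuclear minus cytoplasmic ring GR-EGFP intensity difference per well; some compounds called inactive have numbers as strong as hits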
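Buffer or medium: tet-free, stripped-serum medium; reagent: dexamethasone at 1.0 µM final, 30 min; incubation: 48 h induction, 1 h compound, 30 min dex at 37 °C; measured by: formaldehyde fixation, Hoechst nuclear stain, 10x automated fluorescence imaging; read-out: nuclear-to-cytoplasmic GR-EGFP distribution per well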
NOD1 NF-kB reporter – NOD1 signaling inhibitors, primary screen, cell-based, luminescence, uHTS (AID 1578) | NOD1-driven NF-kB luciferase reporter cells, luminescence; higher % means a stronger effect | inhibition, % at 4 µM; hits with a dose series show EC50 in µM | 290,000 compounds, 1% hits; in the data active means inhibition mostly above about 36%, no sharp cut-off; inactive means mostly below about 34%;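 further: HEK-293T reporter cells stimulated with the NOD1 agonist gamma-tri-DAP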
KOR beta-arrestin-2 – KOR agonists, beta-arrestin recruitment, primary screen, cell-based, luminescence, uHTS (AID 1777); 280,000 compounds, 0.02% hits; KOR beta-arrestin recruitment, luminescence; higher % means a stronger effect; one-dose activation, % at 10 µM; EC50 in µM for titrated hits; Kappa-type opioid receptor (Homo sapiens); in the data active means activation above about 50%, passing the limit was not always enough; further: a part of the inactive calls stands beside numbers as strong as those of hits
Dynein transport cytoplasmic EGFP – also measured in Dynein transport; calls as there; z-score; measured here: cytoplasmic GR-EGFP intensity; active compounds read high
Dynein transport nuclear GR-EGFP – second read-out of Dynein transport, no call of its own (marks repeat the call); z-score; measured here: nuclear GR-EGFP intensity;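 lower value marks the stronger effect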
Dynein transport cell count – recorded beside Dynein transport, whose call it bears; z-score; measured here: cell count per field
* marks the source's active call; other numbers are inactive results; . = not tested or not shown. Unless noted, no stated cut-off is given here; in the data, active means inhibition above about 50%; inactive means the rest.

SMILES | M1AAP inhibition | AID2073 | KOR beta-arrestin-1 | NOD2 inhibition | P. falciparum M17LAP | GPR55 beta-arrestin | Dynein transport | Dynein transport cytoplasmic EGFP | Dynein transport nuclear GR-EGFP | Dynein transport cell count | NOD1 NF-kB reporter | KOR beta-arrestin-2
Cc1ccc(C(=O)NCCNC(=O)COc2ccc(Cl)cc2)cn1 | . | 15% | -5% | 6% | . | -0.1% | . | . | . | . | 14% | 4.0%
Cc1c(-c2cccc(NC(=O)c3cccs3)c2)nc2ncccn12 | 19% | -3% | 5% | -5% | -147% | -0.2% | -0.06 | -0.1 | -0.15 | -0.06 | -24% | -0.3%
NS(=O)(=O)c1ccc(NS(=O)(=O)c2ccc(C3CNC(=O)C3)cc2)cc1 (centres undefined) | . | 10% | -37% | 10% | . | -0.1% | . | . | . | . | 11% | -4.3%
CCOC(=O)c1ccccc1NC(=S)N1CCC(C(N)=O)CC1 | 1% | -19% | 17% | 10% | -2% | 1.1% | -0.26 | -0.33 | 0.36 | 0.17 | -9% | -6.0%
Cc1ccc(C)c(NS(=O)(=O)c2ccc(OCC(=O)NCc3ccco3)cc2)c1 | 7% | -7% | 0% | -6% | 11% | 0.1% | 0.061 | -0.093 | 0.27 | 0.45 | . | 0.5%
COC(=O)c1cc(Nc2cc(C)nc3ncnn23)cc(C(=O)OC)c1 | 0% | -2% | 6% | 2% | -1% | 1.5% | -0.87 | -0.23 | 0.1 | 0.93 | -21% | -1.3%
CCCOc1ccc(C(=O)N/N=C/c2c[nH]c3ccc(Br)cc23)cc1 | . | 0% | -52% | 12% | . | -0.1% | . | . | . | . | -13% | 0.9%
CCOc1ccc(CCNC(=O)c2sc3nc4n(c(=O)c3c2C)CCC4)cc1 | . | 0% | -32% | 14% | . | -0.1% | . | . | . | . | 6% | 4.1%
COc1ccccc1NC(=O)CSc1nnc(NC(=O)C2CCC2)s1 | . | 7% | -37% | -26% | . | 0.2% | . | . | . | . | 43% | 4.3%
Cc1ccc(S(=O)(=O)N2CCN(CC(=O)N/N=C/c3ccco3)CC2)cc1 | 8% | 0% | -3% | 4% | 12% | -0.1% | 0.57 | -0.18 | 0.46 | -0.78 | -26% | 2.4%
CCCc1cc(-c2n[nH]c(=S)n2CC)cs1 | 6% | -3% | -10% | 4% | -1% | -0.6% | 0.43 | -0.36 | 0.049 | 0.29 | -26% | -4.4%
COc1ccc2c(C)cc(N3CCN(Cc4ccccc4)CC3)nc2c1 | . | 16% | -31% | -33% | . | 0.0% | . | . | . | . | -5% | -1.1%
O=C1CCCc2nc(N3CCN(Cc4ccccc4)CC3)ncc21 | 2% | -7% | -2% | 3% | 21% | 0.5% | 0.093 | -0.23 | 0.26 | 0.35 | -3% | -6.4%
CC(C)(C)c1ccc(/C=N/NC(=S)NCc2ccccc2)cc1 | 14% | 8% | -14% | 9% | 7% | 0.0% | 3 | 2.1 | 2.6 | -2.5 | -2% | 1.9%
COc1cc(/C=C2\CCCc3c2nc2ccccc2c3C(=O)O)cc(Cl)c1O | . | 19% | -18% | -13% | . | 0.3% | . | . | . | . | -6% | -2.3%
Cc1ccc(CN(Cc2cccnc2)C(=S)Nc2cc(Cl)ccc2C)cc1 | 1% | -5% | 10% | 4% | -4% | 0.6% | -0.27 | -0.35 | 0.2 | 0.28 | -31% | -0.9%
O=C(O)C[C@@H]1C(=O)O[C@@H]2C(COC(=O)c3cc(O)c(O)c(O)c3)O[C@@H](OC(=O)c3cc(O)c(O)c(O)c3)[C@@H](OC(=O)c3cc(O)c(O)c4c3[C@H]1[C@H](O)C(=O)O4)[C@H]2OC(=O)c1cc(O)c(O)c(O)c1 (some centres undefined) | 18% | 17% | 10% | -4% | 48% | 0.6% | 1.2 | -0.68 | 1 | -0.9 | 8% | -1.6%
O=C(COC(=O)CNS(=O)(=O)c1ccc(F)c(F)c1F)NCCc1ccccc1 | . | 4% | -15% | 0% | . | -0.2% | . | . | . | . | 20% | 5.0%
Cc1ccc(-c2csc(NC(=O)CSc3nc4ccccc4[nH]3)n2)cc1 | 7% | 8% | -8% | 8% | 1% | -0.2% | -0.68 | -0.29 | -0.68 | 0.023 | -18% | 0.0%
Cc1ccc(-n2nc3c(c2NC(=O)C2CCCC2)CS(=O)(=O)C3)cc1 | . | -3% | 1% | -3% | . | -0.1% | . | . | . | . | -7% | -4.1%
COC(=O)CCC(=O)c1oc2ccc(Cl)cc2c1NC(=O)CCCN1C(=O)c2ccccc2C1=O | 6% | 10% | -63% | 0% | -10% | -0.1% | -0.47 | -0.19 | -0.13 | 0.76 | -2% | 2.2%
CCOC(=O)C(NC(=O)c1ccc(OC)cc1)(N1CCCC1=O)C(F)(F)F (centres undefined) | 2% | 0% | -18% | 12% | 6% | 0.1% | -0.76 | -0.077 | 0.45 | 0.8 | -18% | -0.3%
CCN(CC)CCn1c(SCC(=O)NCc2ccco2)nc2c(sc3ccccc32)c1=O | 0% | -12% | -43% | 4% | -45% | -0.2% | 1.1 | -0.31 | 0.93 | -0.26 | -10% | 0.3%
CCSc1nnc(Cc2cc(=O)[nH]c(=O)[nH]2)n1-c1cccc(C)c1 | 7% | 5% | 43% | 4% | 12% | 0.6% | -0.91 | -0.81 | -0.22 | 0.17 | 8% | 0.2%
COc1ccc(N2CC(C(=O)NCCCN3CCOCC3)CC2=O)cc1 (centres undefined) | -6% | 1% | 27% | 20% | 6% | 0.2% | 2.1 | -0.16 | 0.97 | -1.2 | -20% | -0.3%

3 entries from above, set out differently.
Every second line gives: M1AAP inhibition | AID2073 | KOR beta-arrestin-1 | NOD2 inhibition | P. falciparum M17LAP | GPR55 beta-arrestin | Dynein transport | Dynein transport cytoplasmic EGFP | Dynein transport nuclear GR-EGFP | Dynein transport cell count | NOD1 NF-kB reporter | KOR beta-arrestin-2
COc1ccc2c(C)cc(N3CCN(Cc4ccccc4)CC3)nc2c1
  . | 16% | -31% | -33% | . | 0.0% | . | . | . | . | -5% | -1.1%
Cc1ccc(-n2nc3c(c2NC(=O)C2CCCC2)CS(=O)(=O)C3)cc1
  . | -3% | 1% | -3% | . | -0.1% | . | . | . | . | -7% | -4.1%
CC(C)(C)c1ccc(/C=N/NC(=S)NCc2ccccc2)cc1
  14% | 8% | -14% | 9% | 7% | 0.0% | 3 | 2.1 | 2.6 | -2.5 | -2% | 1.9%

The results go on.
SMILES | M1AAP inhibition | AID2073 | KOR beta-arrestin-1 | NOD2 inhibition | P. falciparum M17LAP | GPR55 beta-arrestin | Dynein transport | Dynein transport cytoplasmic EGFP | Dynein transport nuclear GR-EGFP | Dynein transport cell count | NOD1 NF-kB reporter | KOR beta-arrestin-2
CC(C)CC[n+]1ccn(-c2nc3ccccc3nc2[N-]S(=O)(=O)c2ccc(Cl)cc2)c1 | 10% | 0% | -11% | -8% | -1% | 0.5% | -0.6 | -0.21 | -0.33 | 0.78 | -11% | 16%
CC(C)(C)c1cc(C(=O)NNc2ccc(OC(F)(F)F)cc2)n(Cc2ccccc2)n1 | 8% | 21% | -12% | -5% | -3% | -0.2% | -0.17 | -0.27 | -0.21 | 0.68 | -15% | 3.6%
O=C(Cc1ccc(S(=O)(=O)N2CCOCC2)s1)Nc1ccc(N2CCOCC2)cc1 | 15% | 9% | -21% | 3% | 12% | 0.2% | -1.4 | -0.18 | -1.1 | 0.34 | -27% | 1.4%
COc1ccc(Br)cc1/C=C/C(=O)NCC(=O)O | 3% | -4% | -3% | 5% | 21% | 0.2% | -0.57 | 0.099 | -0.18 | 0.49 | -10% | 4.0%
S=C(NCc1cccnc1)Nc1ccc(Cl)cc1 | 2% | -6% | 3% | 12% | 12% | 0.3% | 3.8 | -0.21 | 2.3 | -1.6 | 9% | 5.4%
COC(=O)c1cc(NC(=O)Cn2c(=O)cnc3ccccc32)cc(C(=O)OC)c1 | -3% | 6% | -16% | 20% | 3% | -0.3% | -0.86 | 0.21 | -0.36 | 0.79 | -25% | -2.2%
CCOC(=O)C1=C(C)NC(SCC(=O)OC)=C(C#N)C1c1ccc(C(=O)OC)cc1 (centres undefined) | 11% | 4% | -17% | 6% | 11% | -0.2% | 0.54 | -0.32 | 0.28 | -0.43 | 2% | 18%
Cc1ccc(C)c(OCCCC(=O)N2CCOCC2)c1 | 3% | 2% | -6% | 6% | 5% | 0.6% | 0.84 | -0.016 | 0.38 | -0.37 | -42% | -6.2%
CSc1nc(Oc2ccc3ccccc3c2)c2ccccc2n1 | 7% | 5% | -56% | 0% | -2% | -0.3% | -0.016 | -0.23 | -0.36 | 0.2 | 12% | -0.9%
Cc1ccc2[nH]c(=O)c(CN(C(=O)c3cccs3)c3ccccc3)cc2c1 | 0% | 1% | -24% | 15% | 4% | 0.6% | 0.74 | -0.26 | 0.31 | 0.062 | 31% | 2.3%
Cc1cc(=O)[nH]c(SCc2nc3ccccc3s2)n1 | 4% | 4% | -23% | -18% | 15% | -0.5% | -0.15 | -0.22 | -0.34 | 0.94 | -27% | 16%
O=C(Nc1ccccn1)c1cc(-c2cccnc2)nc2ccc(Br)cc12 | -3% | 34% | -1% | -3% | -4% | -0.1% | 2.6 | 0.12 | 1.7 | -1.9 | -34% | -0.8%
CCC(CC)C(=O)N1CC(=O)Nc2ccc(Br)cc2C1c1ccccc1 (centres undefined) | 2% | -4% | -18% | 1% | 0% | 0.4% | -0.26 | -0.25 | -0.12 | 0.33 | -9% | 3.5%
CCN(CC)C(=O)[C@]1(c2ccccc2)C[C@@H]1CN | 4% | -2% | -6% | 6% | 0% | -0.5% | . | . | . | . | -3% | -4.0%
CCCCNC(=S)NNC(=O)c1cc(-c2cccnc2)nc2ccccc12 | . | -29% | 4% | -2% | . | -0.1% | . | . | . | . | -44% | 4.5%
CCCN(C(=O)CSc1nnnn1C)C1CCS(=O)(=O)C1 (centres undefined) | 4% | 2% | -15% | 8% | 4% | -0.1% | -0.1 | -0.079 | 0.21 | -0.87 | -21% | -3.4%
COCC(C)n1c(C)cc(C(=O)CSc2ncccn2)c1C (centres undefined) | 5% | -22% | -5% | -50% | 5% | 0.6% | 0.33 | -0.24 | 0.22 | 1.5 | -29% | -7.8%

Only part of the results is shown (hit frequency here may not be typical).
